# Screening data: PubChem BioAssay, several laboratories
# Runt-CBFb FRET = Runt domain-CBFb interaction inhibition; Q01196+Q13951; Cerulean-Runt/Venus-CBFb FRET ratio 530/480, 1 h; inhibition, % at 20 µM; actives 0.46% (n = 220,000); AID 1496;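 active = inhibition over about 50% at 20 µM in the single-dose screen, limit read from the data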;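 also: 0% = DMSO wells and 100% = excess unlabeled CBFb competitor control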
# Target sequence (Q01196 whole entry, looked up, the tested form may be a part): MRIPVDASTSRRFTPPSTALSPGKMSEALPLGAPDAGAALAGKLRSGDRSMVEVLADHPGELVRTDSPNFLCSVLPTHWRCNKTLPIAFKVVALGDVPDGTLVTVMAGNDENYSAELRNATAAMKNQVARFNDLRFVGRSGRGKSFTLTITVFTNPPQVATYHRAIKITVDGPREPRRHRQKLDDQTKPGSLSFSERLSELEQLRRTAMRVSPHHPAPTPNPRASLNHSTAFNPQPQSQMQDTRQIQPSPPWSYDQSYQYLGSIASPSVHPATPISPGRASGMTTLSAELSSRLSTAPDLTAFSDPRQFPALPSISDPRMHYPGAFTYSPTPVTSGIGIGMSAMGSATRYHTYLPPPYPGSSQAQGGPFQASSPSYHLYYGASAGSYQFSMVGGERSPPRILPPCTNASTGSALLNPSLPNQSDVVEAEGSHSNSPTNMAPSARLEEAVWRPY
# Target sequence (Q13951 whole entry, looked up, the tested form may be a part): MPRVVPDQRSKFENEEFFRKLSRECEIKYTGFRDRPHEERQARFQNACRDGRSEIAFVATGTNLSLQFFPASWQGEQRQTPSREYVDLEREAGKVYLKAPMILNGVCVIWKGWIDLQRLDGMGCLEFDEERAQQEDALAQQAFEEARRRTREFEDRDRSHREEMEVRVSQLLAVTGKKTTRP
#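 Assay system: Cerulean-Runt domain / Medium: Tris 50 mM pH 7.5, KCl, K2SO4, 0.01% BSA / Timing: protein complex preformed 1 h, compound exposure 1 h, room temperature, dark / Measured by: FRET, excitation 422 nm, emission at 530 and 480 nm / Evaluation: loss of energy transfer signal / Control set: 5 µM unlabeled CBFb as full-inhibition high control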
# NPY Y1 blocker = antagonists of human neuropeptide Y receptor Y1; HEK293-CNG Y1 cells, membrane potential fluorescence; NPY at EC95, then isoproterenol; inhibition, % at 3.6 µM; actives 1% (n = 200,000);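 active = inhibition above the campaign mean inhibition of all tested compounds plus 3 SD, cut at about 20% in these data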;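 also: 0% = DMSO wells given NPY plus isoproterenol and 100% = isoproterenol alone without NPY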
#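 Assay system: HEK293 Y1/CNG channel cell line; Doses: single compound dose of 3.6 µM, 0.4% DMSO; Timing: dye 3 h, compound 60 min room temperature, stimulation 45 min; Technique: Membrane-potential fluorescent dye readout; Measure: % inhibition of NPY effect.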
# Ba/F3 V617F tox = reduce viability of Ba/F3 cells dependent on JAK2V617F | Ba/F3 EpoR-JAK2V617F viability, ATP luminescence | inhibition, % at 5.6 µM | actives 1.1% (n = 220,000) | AID 1446;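 active = inhibition above the campaign mean plus 3 SD over all tested compounds, cut at about 24% in these data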;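 also: cytokine-independent growth of Ba/F3 cells driven by EpoR plus mutant JAK2; 0% = DMSO-treated cells and 100% = JAK inhibitor I control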
# S1P4 ag = agonists of human S1P4 receptor | O95977 | S1P4-expressing cell line, agonist reporter assay | activation, % at 4.98 µM | actives 0.35% (n = 220,000); in the data active = activation above about 11%;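 also: 0% = DMSO vehicle and 100% = reference agonist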
# Target sequence (O95977 whole entry, looked up): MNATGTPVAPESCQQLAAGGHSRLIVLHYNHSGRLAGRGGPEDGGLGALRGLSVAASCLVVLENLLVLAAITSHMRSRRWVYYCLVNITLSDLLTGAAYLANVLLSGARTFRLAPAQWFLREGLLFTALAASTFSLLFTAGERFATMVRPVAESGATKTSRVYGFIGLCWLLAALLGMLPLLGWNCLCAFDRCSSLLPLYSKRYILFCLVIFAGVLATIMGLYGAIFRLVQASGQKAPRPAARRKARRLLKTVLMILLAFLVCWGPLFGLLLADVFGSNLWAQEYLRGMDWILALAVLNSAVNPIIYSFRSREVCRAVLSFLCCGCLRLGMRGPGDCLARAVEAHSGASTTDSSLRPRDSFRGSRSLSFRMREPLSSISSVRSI
# BaF3 parental = counter-screen for JAK2V617F inhibitors: parental Ba/F3 viability inhibitors | CellTiter-Glo ATP luminescence | inhibition, % at 5.6 µM | actives 1.1% (n = 220,000);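 active = inhibition above a per-campaign cutoff, the mean inhibition of all tested compounds plus 3 SD, cut at about 27% in these data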;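 also: 0% = DMSO wells and 100% = JAK Inhibitor I control wells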
# NPY-Y2 PAM-ag = potentiators or agonists of human neuropeptide Y receptor Y2; P49146; cells expressing NPY-Y2, potentiator/agonist read-out; activation, % at 3.6 µM; actives 0.45% (n = 220,000); AID 1359; in the data active = activation above about 27%;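 also: cells stimulated with NPY near EC25 plus isoproterenol at EC100; 0% = vehicle plus submaximal agonist and 100% = vehicle plus saturating agonist; some results beyond the cut were filed as inactive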
# S1P4 antagonist = antagonists of human S1P4 receptor. O95977. S1P4-expressing cells, antagonist mode, reporter read-out. inhibition, % at 4.98 µM. actives 0.26% (n = 220,000). AID 1510; in the data active = inhibition above about 29%;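 also: 0% = wells stimulated with agonist and 100% = vehicle wells without agonist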
# NPY-Y1 PAM-ag = human NPY-Y1 potentiation or agonism, primary screen | P25929 | activation, % at 3.6 µM | actives 0.37% (n = 220,000) | NPY-Y1 expressing cells, potentiator/agonist activation | AID 1304; in the data active = activation above about 33%, passing the limit was not always enough;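 also: cells stimulated with NPY at EC10 then isoproterenol at EC100; 0% = low agonist plus stimulus and 100% = saturating agonist plus stimulus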
# RBBP9 inhibitor = blocks human serine hydrolase RBBP9; O75884; recombinant RBBP9, FP-Rh probe fluorescence polarization; inhibition, % at 7.94 µM; actives 0.2% (n = 220,000); AID 1515;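 active = inhibition above the campaign mean of all tested compounds plus 3 SD, cut at about 14% in these data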;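 also: plate controls were DMSO wells with RBBP9 for no effect and wells lacking RBBP9 protein for full effect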
#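 System: RBBP9 protein / Quantity: 2.5 µM RBBP9 dispensing solution, before mixing / Also added: Serine-hydrolase probe FP-Rh, 375 nM pre-mixing / Dosing: 7.94 µM single dose, 0.794% DMSO / Timing: enzyme-compound preincubation 30 min, then probe labeling 45 min, 25 °C / Signal: FP readout at 525/598 nm / Controls: DMSO-treated enzyme wells and wells lacking RBBP9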
# Starred values were filed as active, the others as inactive; nt = no result given. Hits appear at their usual frequency. Share with any hit: about 3.6%.
Structure	Runt-CBFb FRET	NPY Y1 blocker	Ba/F3 V617F tox	S1P4 ag	BaF3 parental	NPY-Y2 PAM-ag	S1P4 antagonist	NPY-Y1 PAM-ag	RBBP9 inhibitor
COc1ccccc1-n1cc(C(=O)N2CCCC(CO)(Cc3ccccc3C)C2)cn1 (configuration not stated)	-1	0	4	-0.4	3	-10	9	-3	-3
O=C(CSc1nc2ccccc2n1Cc1ccc(Cl)cc1)N/N=C/c1ccc(C(=O)O)cc1	-9	0	0	-1.0	6	-3	-13	4	-8
O=C(CCSCCc1ccccn1)Nc1ccc(Cl)cn1	0	4	3	2.0	2	-5	5	-33	-7
Cn1c2ccccc2c2nnc(SCc3ccc4nonc4c3)nc21	-2	4	3	-1.9	5	-5	-13	-17	7
COc1ccc(-n2cc(-c3ccccc3)c3c(N4CCN(CCO)CC4)ncnc32)cc1	-1	19	3	-2.2	6	-6	3	-47	2
COc1ccc(-c2cc(C(=O)NCc3ccco3)no2)cc1OC	1	12	-2	-1.9	5	6	-15	-30	-12
CC1CCc2c(C(=O)Nc3ccc(OC(F)(F)F)cc3)csc2C1 (configuration not stated)	2	-3	-4	0.5	0	-2	-4	2	-9
c1ccc2c(c1)CCN(CCCNc1nc3ccccc3n3cnnc13)C2	3	5	-3	0.0	3	-2	-12	-8	-4
COc1ccc(/C=N/Nc2ccccc2C(=O)O)cc1Cn1cc([N+](=O)[O-])cn1	3	nt	0	2.8	0	10	-1	-13	-3
CC(C)CCNC(=O)CCCOc1cc(=O)n(C)c2ccccc12	-1	-3	-2	-1.3	1	2	-16	-7	-3
CCOC(=O)N1CCN(S(=O)(=O)c2ccc3c(c2)SCC(=O)N3)CC1	0	-2	1	0.5	3	5	20	-3	-8
O=C(CNC(=O)c1cccc(OC(F)F)c1)OCc1cc(=O)n2cc(Br)ccc2n1	-2	-2	-5	0.5	0	4	-12	-18	-1
CCc1ccc2[nH]c(=O)c(C(c3nnnn3Cc3ccccc3)N3CCOCC3)cc2c1 (configuration not stated)	-4	-5	2	0.9	2	0	-4	-19	-5
Cc1cc2cc(CN(Cc3ccc4c(c3)OCO4)C(=O)c3cnccn3)c3nnnn3c2cc1C	-5	-9	-4	-0.4	-1	3	-16	12	-13
Nc1ccc2oc(-c3ccccc3Cl)nc2c1	-1	1	3	0.4	4	2	-26	-4	-7
CC(=O)Nc1cc(C(=O)OCC(=O)c2ccc(Cl)cc2Cl)ccc1C	-4	-1	4	1.8	0	2	-14	0	-1
Cc1cc(C)n(S(=O)(=O)c2ccc(Cl)c(Cl)c2Cl)n1	-2	3	-2	0.7	5	10	6	1	-2
CN(C1CCCCC1)S(=O)(=O)c1ccc(NC(=O)c2ccc(Br)o2)cc1	-1	-7	2	1.7	2	1	2	4	-21
Cn1cccc1/C=N/n1cnnc1	2	-12	-3	1.1	-1	-4	6	-5	-4
O=c1cc(CSc2ccccn2)nc(N2CCN(c3ccccc3)CC2)[nH]1	2	2	0	0.1	5	10	0	20	-10
Cc1cc(C)n(CC2CC(=O)N(c3ccc(F)c(Cl)c3)C2=O)n1 (configuration not stated)	-4	3	-2	-2.0	2	4	-2	-9	0
CCN1CCc2c(sc(NC(=O)Nc3ccc(Cl)c(Cl)c3)c2C(N)=O)C1	4	1	1	0.2	10	14	-7	10	2
CCOC(=O)C1CCCN(C(=O)c2cn(C)c3ccc(S(=O)(=O)N(C)C)cc3c2=O)C1 (configuration not stated)	0	2	-1	-0.4	7	-7	-18	-3	-7
Cc1ccc2c(CSc3nnc(C4CC4)n3N)cc(=O)oc2c1	0	-5	-2	-2.8	0	17	-13	2	0
CC1(C)CC(=O)C2=C(C1)NC(=O)CC2c1ccc(F)cc1 (configuration not stated)	0	7	-5	0.1	-2	10	2	-8	-4
O=C(C1CCCN(Cc2ccccc2)C1)N1CCCCC1 (configuration not stated)	2	1	-5	-4.8	0	6	-3	20	2
COc1cc(NC(=O)COC(=O)CC(C)(C)C)c(C)cc1[N+](=O)[O-]	0	8	2	0.8	6	-6	-8	-29	-3
CC(C)NC(=O)/C(=C/c1ccco1)c1ccccc1	-1	4	0	-0.4	0	12	-1	0	1
O=C(NN1CCOCC1)c1ccc(Cl)cc1	0	0	-3	3.5	0	-5	-12	-3	-7
CC(C)(C)c1ccccc1NC(=O)c1ccco1	0	-3	-3	0.4	0	8	15	-10	-12
C=CCn1c(CNC(=O)c2cccs2)nnc1SCC(=O)c1ccc(Br)cc1	0	0	-3	0.3	3	-3	-11	-7	1
CSCC(=O)NS(=O)(=O)c1ccc(C)cc1	-2	1	2	0.1	8	3	16	-20	4
CCC(C)NC(=O)CSc1n[nH]c(-c2cc(Cl)ccc2OC)n1 (configuration not stated)	-1	3	-1	1.3	1	6	-35	2	-8
S=c1nc(-c2ccccc2)c(-c2ccccc2)n[nH]1	10	nt	-2	-1.2	-2	-8	-3	1	7
O=c1c2ccccc2nc2n1-c1ccccc1CCC2	0	4	-2	2.0	4	-8	20	-20	8
CCOC(=O)C1=NOC(CNc2ncc(C(F)(F)F)cc2Cl)C1 (configuration not stated)	-2	1	1	-0.5	8	-10	-3	-3	-3
COCCNC(=O)c1onc(CSc2ccc(F)c(F)c2)c1C(=O)O	-1	7	6	-1.2	4	-18	14	-21	0
Cc1ccc(-n2cc(C(=O)O)c(=O)cc2C)c(C)c1	0	-3	5	-0.1	10	2	4	-27	-1
O=C(NCCCN1CCOCC1)c1ccc(-c2ccc(Cl)cc2)o1	18	-2	-5	-0.8	-3	-7	-2	-1	1
CCNC(=S)N(CCc1c(C)[nH]c2ccc(C)cc12)Cc1cccs1	-2	0	-1	1.9	4	30	-4	15	7
COc1ccc(C(=O)N/C(=C\c2ccccc2)C(=O)NC(CCSC)C(=O)O)cc1 (configuration not stated)	1	3	-1	0.1	1	1	-8	7	2
Cc1cc(N/N=C/c2ccc(O)cc2O)nc(N2CCOCC2)n1	5	nt	3	0.8	-5	-48	8	-1	1
Cc1nn(CCCC(=O)Nc2cc(Oc3ccccc3)cc([N+](=O)[O-])c2)c(C)c1[N+](=O)[O-]	0	10	-1	-0.1	5	-3	5	0	-9
O=Cc1c(N2CCC3(CC2)OCCO3)nc2ccccn2c1=O	0	nt	-5	2.9	2	-20	-12	10	-3
O=C(CN1CCN(Cc2ccccc2Cl)CC1)N/N=C/c1cccs1	-2	nt	-2	-0.2	-1	3	14	9	1
O=[N+]([O-])c1ccccc1NC(=S)N/N=C/c1ccc(O)c(O)c1	11	4	6	0.8	12	-20	-5	18	-15
O=C(COC(=O)c1ccc2c(c1)OCCO2)Nc1cc(S(=O)(=O)N2CCOCC2)ccc1Cl	0	5	-3	-0.5	2	4	-10	4	-10
COc1ccc(S(=O)(=O)Nc2ccc(F)c(F)c2)cc1Cl	0	-8	-4	-0.2	3	16	-15	7	6
Cc1cc(/C=C(\C#N)C(N)=O)c(C)n1-c1ccc(N2CCOCC2)c([N+](=O)[O-])c1	3	-1	2	5.1	6	5	-3	10	-2
O=C(COC(=O)CCc1ccc(S(=O)(=O)N2CCOCC2)cc1)NCc1ccccc1Cl	-2	4	-1	0.1	2	-8	16	-10	-7
Nc1cc(N)nc(SCC(=O)N2CCN(C(=O)c3ccco3)CC2)n1	-1	3	1	-1.0	3	-10	-12	-15	3
COc1cc(C2C(C#N)=C(N)Oc3c2ccc2ccccc32)ccc1OCC(=O)Nc1ccccc1C (configuration not stated)	-4	-1	-1	-1.1	8	14	-1	8	0
CC(=O)c1ccccc1N(C(=O)c1ccco1)C(C(=O)NC1CCCC1)c1ccc(N2CCOCC2)cc1 (configuration not stated)	1	0	-6	0.3	0	12	2	11	-5
O=C(CC1NCCNC1=O)Nc1ccc2c(c1)OCCO2 (configuration not stated)	2	0	-4	-2.5	2	3	1	1	6
COc1ccc(Br)c(OC)c1C(=O)NC(=O)Nc1nc(C)cc(C)n1	0	nt	-2	-1.8	-4	11	1	7	3
Cc1ccc(C)c(NC(=O)C2CC(O)CN2C(=O)OC(C)(C)C)c1 (configuration not stated)	0	-2	-4	1.7	-2	1	-4	-6	-6
CC(=O)Nc1ccc(N/C=C/C(=O)C(C)(C)C)cc1	-1	1	-3	0.5	3	1	15	1	-8
O=S(=O)(NCc1cccs1)c1cccc2cccnc12	-3	-1	6	1.5	4	-21	-13	-11	-9
Cc1nc2cc(-c3ccccc3)nn2c(C)c1CCC(=O)NCc1ccco1	4	-2	6	-0.1	9	-15	18	4	-4
O=C(Nc1cccnc1)c1ccccc1F	0	4	-2	-0.2	-1	5	-17	15	-5

# Next structures
Structure	Runt-CBFb FRET	NPY Y1 blocker	Ba/F3 V617F tox	S1P4 ag	BaF3 parental	NPY-Y2 PAM-ag	S1P4 antagonist	NPY-Y1 PAM-ag	RBBP9 inhibitor
COC(=O)C1CCN(C(=O)Cc2ccc(OC)c(OC)c2)CC1	1	6	-1	-2.6	12	1	-1	3	-5
CN(C)c1nnnn1-c1cccc(Oc2ncc(C(F)(F)F)cc2Cl)c1	-10	6	-1	-1.0	0	-1	-16	-4	-6
CCc1ccc(-n2cccc2/C=C2/C(=N)N3C(=NC2=O)SN=C3S(C)(=O)=O)cc1	1	-2	2	0.7	6	6	-2	22	-19
O=[N+]([O-])c1ccccc1S(=O)(=O)Oc1ccc(/C=N/n2cnnc2)cc1	-1	4	-1	-0.2	2	9	-31	-13	-1
CC(/C=N/N1CCN(c2ccccc2)CC1)=C\c1ccccc1	2	0	2	0.7	3	-9	1	4	1
CCOC(=O)Cn1c(=NC(=O)C(C)C)sc2c(C)cc(C)cc21	-1	nt	-1	-0.8	1	-55	3	-30	0
O=C(NCc1ccccn1)c1c(O)c2cccc3c2n(c1=O)CC3	-1	3	3	-0.9	11	0	5	-7	-3
O=C(C[n+]1cccc(CNC(=O)c2ccc(OC(F)F)cc2)c1)Nc1cccc(C(F)(F)F)c1	-3	-1	-1	1.0	8	-2	-13	-11	-8
Cc1nc(N=C(N)N)nc2c(C)cccc12	-2	4	4	0.8	0	-16	-23	10	2
Cc1ccc(C(=O)NN(CCC(=O)NC(C)(C)C)C2=NS(=O)(=O)c3ccccc32)cc1	1	-1	-1	2.2	2	-3	-4	12	-4
COc1ccc(N/N=C(\C#N)C(=N)N2CCCCC2)cc1	6	nt	-3	-0.4	-3	17	3	22	7
O=C(/C(C=Nc1cccc(C(F)(F)F)c1)=C(/O)c1ccco1)C(F)(F)F	2	4	-3	-1.2	2	-4	-7	-25	-2
